# PME-1 primary = PME-1 inhibitors via competitive probe labeling, primary screen, biochemical, fluorescence polarization, FP-Rh probe, HTS; Protein phosphatase methylesterase 1 (Homo sapiens), Q9Y570; recombinant PME-1; inhibition, % at 5.9 µM; actives 0.53% (n = 320,000);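 active means inhibition above the campaign mean of all compounds plus 3 SD, cut at about 26% in these data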;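 further: competitive labeling of PME-1 active site by serine hydrolase directed probe; 0% = PME-1 with DMSO and 100% = wells lacking PME-1 enzyme; inhibitors block probe labeling so polarization falls and inhibition rises; many of its hits are not listed in these tables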
# Fam108B counter = mouse Fam108B serine hydrolase inhibitors, primary screen, counter-screen for RBBP9 inhibitor project, biochemical, fluorescence polarization. recombinant Fam108B, FP-Rh probe fluorescence polarization. inhibition, % at 9.51 µM. actives 0.33% (n = 300,000). AID 1947, 2009;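 active means inhibition above the screen mean inhibition plus 3 SD, computed separately per campaign, cut at about 18% in these data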;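 further: inhibitors lower polarization as less probe binds the enzyme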
# pPAFAH inh = pPAFAH enzyme inhibitors, primary screen, biochemical, fluorescence polarization, human; inhibition, % at 3.39 µM; recombinant pPAFAH, FP-rhodamine probe fluorescence polarization; actives 1.5% (n = 330,000); AID 463082, 2010; Platelet-activating factor acetylhydrolase (Homo sapiens), Q13093;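 active means inhibition above the mean inhibition across the screen plus 3 SD, cut at about 25% in these data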;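 further: inhibitors block binding of the rhodamine activity-based probe so polarization drops; 0% = enzyme with DMSO and 100% = wells lacking pPAFAH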
# PAFAH1B2 inh = PAFAH1B2 enzyme inhibitors, primary screen, biochemical, fluorescence polarization, human; Platelet-activating factor acetylhydrolase IB subunit alpha2 (Homo sapiens), P68402; recombinant PAFAH1B2, FP-rhodamine activity probe; inhibition, % at 3.39 µM; actives 1.2% (n = 340,000); AID 492953, 2010;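 active means inhibition above the mean of all tested compounds plus 3 SD, cut at about 24% in these data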;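 further: 0% = enzyme with DMSO and 100% = wells lacking PAFAH1B2; many of its hits are not listed in these tables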
# PAD4 inh = human PAD4 inhibitors, primary screen, biochemical, fluorescence polarization, 1536-well format | recombinant PAD4, RCA probe fluorescence polarization | Protein-arginine deiminase type-4 (Homo sapiens), Q9UM07 | inhibition, % at 6.36 µM | actives 0.41% (n = 330,000);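 active means percent inhibition above a cutoff equal to the mean of all tested compounds plus 3 SD, cut at about 15% in these data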;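 further: 0% = PAD4 with RCA probe and DMSO and 100% = probe without PAD4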
# Target sequence (Q9UM07 whole entry, looked up): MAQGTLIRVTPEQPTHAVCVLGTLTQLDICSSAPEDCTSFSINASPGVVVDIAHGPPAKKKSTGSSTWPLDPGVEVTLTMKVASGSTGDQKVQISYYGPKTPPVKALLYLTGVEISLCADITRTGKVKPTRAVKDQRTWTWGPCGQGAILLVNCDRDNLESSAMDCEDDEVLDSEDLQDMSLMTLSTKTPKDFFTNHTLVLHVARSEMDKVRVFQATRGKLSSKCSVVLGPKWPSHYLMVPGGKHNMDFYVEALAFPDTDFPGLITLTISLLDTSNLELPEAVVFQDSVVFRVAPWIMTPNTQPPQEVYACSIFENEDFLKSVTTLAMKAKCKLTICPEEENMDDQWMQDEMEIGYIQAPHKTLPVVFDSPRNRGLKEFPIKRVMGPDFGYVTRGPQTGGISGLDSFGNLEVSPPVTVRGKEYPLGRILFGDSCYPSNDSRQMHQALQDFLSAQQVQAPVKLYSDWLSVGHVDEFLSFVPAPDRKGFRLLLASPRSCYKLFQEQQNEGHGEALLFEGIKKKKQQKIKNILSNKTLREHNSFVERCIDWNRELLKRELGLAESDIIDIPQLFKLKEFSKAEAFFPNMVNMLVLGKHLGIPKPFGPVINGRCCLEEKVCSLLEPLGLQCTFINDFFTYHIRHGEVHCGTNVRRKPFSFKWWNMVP
# LYPLA1 counter = LYPLA1 inhibitors, primary screen, counter-screen for PME1 inhibitor project, biochemical, fluorescence polarization, FP-Rh probe ABPP | Acyl-protein thioesterase 1 (Homo sapiens), O75608 | recombinant LYPLA1 | inhibition, % at 5.9 µM | actives 0.16% (n = 320,000) | AID 2174, 2009;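 active means inhibition above the mean of all tested compounds plus 3 SD, set per campaign, cut at about 14% in these data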;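 further: inhibitors block serine hydrolase probe labeling of LYPLA1 so polarization falls; 0% = enzyme with DMSO and 100% = wells lacking LYPLA1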
# PAFAH1B3 FP inh = PAFAH1B3 enzyme inhibitors, primary screen, biochemical, fluorescence polarization, human; AID 492972, 2010; inhibition, % at 3.39 µM; actives 0.28% (n = 340,000); Platelet-activating factor acetylhydrolase IB subunit alpha1 (Homo sapiens), Q15102; recombinant PAFAH1B3, FP-rhodamine probe;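 active means inhibition above the screen-wide average of all tested compounds plus 3 SD, cut at about 25% in these data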;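 further: 0% = enzyme with DMSO only and 100% = wells lacking PAFAH1B3 protein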
# Target sequence (Q15102 whole entry, looked up): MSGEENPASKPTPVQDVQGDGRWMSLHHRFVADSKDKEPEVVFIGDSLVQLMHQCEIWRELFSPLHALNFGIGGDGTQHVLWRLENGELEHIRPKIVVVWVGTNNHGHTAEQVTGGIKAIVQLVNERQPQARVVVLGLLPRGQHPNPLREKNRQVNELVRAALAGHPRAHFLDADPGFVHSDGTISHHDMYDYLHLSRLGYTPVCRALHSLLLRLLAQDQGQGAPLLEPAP
# GSTO1 counter = inhibitors of recombinant GSTO1, primary screen, counter-screen for RBBP9 inhibitor project, biochemical, fluorescence polarization; Glutathione S-transferase omega-1 (Homo sapiens), P78417; activity-based probe fluorescence polarization; inhibition, % at 5.96 µM; actives 1.1% (n = 300,000); AID 1974, 2009;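 active means inhibition above the campaign mean inhibition plus 3 SD, cut at about 35% in these data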;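 further: 0% = GSTO1-1 with DMSO and 100% = wells lacking GSTO1-1 enzyme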
# PAFAH2 inh = PAFAH2 enzyme inhibitors, primary screen, biochemical, fluorescence polarization, human; inhibition, % at 3.39 µM; actives 0.99% (n = 340,000); recombinant PAFAH2, FP-rhodamine activity probe; Platelet-activating factor acetylhydrolase 2, cytoplasmic (Homo sapiens), Q99487; AID 492956, 2010;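 active means inhibition above the mean over all tested compounds plus 3 SD, cut at about 30% in these data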;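 further: inhibitors block probe labeling of enzyme so polarization drops; 0% = enzyme with DMSO and 100% = wells lacking PAFAH2 protein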
# The depositor's hits bear a star; . = not tested or not shown; & = joins results of further samples.
Compound	PME-1 primary	Fam108B counter	pPAFAH inh	PAFAH1B2 inh	PAD4 inh	LYPLA1 counter	PAFAH1B3 FP inh	GSTO1 counter	PAFAH2 inh
O=C(NCC(=O)N(Cc1ccco1)C(C(=O)NC1CCCC1)c1cccnc1)c1cccs1 (stereo not drawn)	-2	-1	-1	-2	2	0	0	0	10
CCOC(=O)C1=C(CN2CCCCCC2)NC(=O)NC1c1ccc2c(c1)OCO2 (stereo not drawn)	-3	-2	-3	-1	-3	0	4	-6	8
CCCCC(NC(=O)Cc1c(C)c2cc3c(C)c(C)oc3c(C)c2oc1=O)C(=O)O (stereo not drawn)	2	-3	4	-2	-6	-3	-5	0	3
COC(=O)c1c(NC(=O)c2ccoc2C)sc2c1CCC2	-7	1	5	2	4	-3	0	-2	9
CC(O)CNc1cc(N)c([N+](=O)[O-])cc1[N+](=O)[O-] (stereo not drawn)	6	2	1	6	0	-2	11	7	3
CC(C)(C)CC(C)(C)NC(=O)CSCC(=O)Nc1ccc2ccccc2c1	-7	2	-6	7	3	-9	0	-10	-15
Cc1ccc(S(=O)(=O)N(C)C)cc1NC(=O)COC(=O)C1CC1	2	0	1	1	-7	4	-1	-1	43*
Cc1cc(NC(=O)NN2CCOCC2)nn1-c1c(Cl)cccc1Cl	0	0	-3	0	-3	2	4	1	3
Cc1ccc(C2C(C#N)=C(N)Oc3n[nH]c(-c4cccnc4)c32)o1 (stereo not drawn)	3	3	0	2	-9	2	11	15	-1
C=C(C)c1cccc(C(C)(C)NC(=O)Nc2ccc3[nH]c(=O)[nH]c3c2)c1	4	1	5	1	-1	1	0	3	-4
O=C(Nc1ccccc1)c1ccc(CSc2ccccn2)cc1	1	-2	-1	4	-2	0	8	5	-5
O=C(CC(Sc1ccccc1)c1cccs1)c1ccco1 (stereo not drawn)	2	0	3	7	5	2	12	0	3
Cc1onc(-c2c(F)cccc2Cl)c1C(=O)OCC(=O)NCc1ccccc1	15	.	10	7	5	-2	6	.	6
O=C(c1ccc(F)cc1)N1CCN2C(=O)c3ccccc3C12c1ccccc1 (stereo not drawn)	8	5	2	3	2	0	1	-8	2
COc1cc(NC(=S)NC(=O)c2cccs2)ccc1NC(=O)C(C)C	3	2	1	-1	-8	5	3	0	1
O=C1CCC(C(=O)N(Cc2ccco2)C2(C(=O)NC3CCCC3)CCCCC2)N1 (stereo not drawn)	0	2	3	4	-2	-3	7	-5	-2
Cc1[nH]c(=O)[nH]c(=O)c1NC(=O)c1ccc(OC(C)C)cc1	-5	-1	2	4	-7	0	7	5	-7
O=C(Cn1cnc2c(nnn2Cc2ccc(F)cc2)c1=O)NCc1ccccc1	1	0	3	9	-1	3	2	15	1
COc1ccc(NC(=O)c2cc3cc(OC)ccc3oc2=N)cc1	-6	-4	4	-2	-2	2	4	8	5
N#C/C(=C(/O)c1cccs1)c1nnc2n1CCCCC2	-13	-2	-4	4	2	0	5	4	-2
O=S(=O)(Nc1ccc(Br)cc1)c1cccc2nonc12	-2	-4	5	7	1	1	2	1	2
CCOC(=O)c1c(C)oc2c(CN3CCN(C)CC3)c(Br)c(OC)c(O)c12	6	-2	-2	0	-3	-1	-4	3	5
O=C(COC(=O)c1ccccn1)Nc1ccccc1OC(F)F	-2	1	-2	0	-4	-3	-1	4	11
CCOC(=O)c1[nH]ncc1CN1CCCC(C(=O)c2cccc(OC(C)C)c2)C1 (stereo not drawn)	3	1	3	3	-8	-1	-3	-5	3
COC(=O)[C@@H](NC(=O)NCc1ccco1)C(C)C	-1	0	12	1	-2	3	-5	6	-11
CSCC[C@H](NC(=O)CC(C)(C)C)c1nc2ccccc2[nH]1	2	-4	-2	0	-1	1	0	7	-9
Cc1cc(C)cc(OCC(=O)OCC(=O)NCc2ccco2)c1	2	1	14	3	5	0	13	3	-2
CCC(C)(C)NC(=O)/C=C/c1ccc(OC)c(S(=O)(=O)N2CCOCC2)c1	0	2	2	6	-5	1	4	4	0
O=C(O)COc1ccccc1/C=N/NC(=O)c1cc2ccccc2cc1O	7	6	43*	5	1	-1	3	10	1
O=C(Nc1nnc(S(=O)(=O)N2CCCCCC2)s1)c1ccccc1Br	-7	-5	2	19	0	3	-1	-75	8
CCCCOc1ccc(-c2nc(/C=N/c3nccs3)c(O)o2)cc1	-3	-1	0	0	2	-3	-1	2	-9
Cc1c2cccn2cc[n+]1C	-1	1	-5	-2	1	0	5	3	2
COc1ccc(CCn2c(=N)c(C(=O)NC3CCCC3)cc3c(=O)n4ccccc4nc32)cc1OC	1	-3	1	-1	4	3	6	13	0
COc1ccc(Cl)cc1NC(=O)CCS(=O)(=O)c1ccc(Br)cc1	-2	0	14	10	0	-3	0	-1	-12
O=C1CC(=O)Nc2cc(S(=O)(=O)NCc3cccs3)ccc2N1	3	2	65*	1	2	2	0	19	1
COCCCNC(=O)CSc1nc2ccccc2c(=O)n1CCCN1CCCCC1	3	4	4	-4	0	0	3	2	-1
O=C(CSc1nc(-c2ccccc2)cc(C(F)(F)F)n1)NCCN1CCOCC1	0	5	8	1	0	1	3	11	5
C/C(=N\NC(=O)c1ccc(Cl)cc1)c1ccc2[nH]ccc2c1	-1	2	-1	4	-7	0	3	-1	4
COc1ccc(NN=Nc2nc3c([nH]2)c(=O)n(C)c(=O)n3C)cc1	7	3	7	-1	-3	2	5	26	2
O=C1S/C(=C\c2ccc(N3CCOCC3)o2)C(=O)N1Cc1c(F)cccc1Cl	-2	0	5	-9	-6	2	-4	-3	-12
CCc1nnc(N/N=C/c2cccs2)n1N	-1	1	0	6	34*	1	-2	17	0
O=C(CCc1c[nH]c2ccccc12)NCC1CCCO1 (stereo not drawn)	0	1	2	8	-7	-1	11	-5	1
COc1ccc(Nc2nc(-c3ccc(OC)cc3)cs2)cc1	-3	-1	7	-1	-2	4	3	-5	3
Cc1noc(NS(=O)(=O)c2ccc(NC(=O)CSc3n[nH]c(-c4ccccc4)n3)cc2)c1C	0	3	4	3	5	1	1	-1	2
CN[C@H]1CC[C@@H](c2ccc(Cl)c(Cl)c2)c2ccccc21	-1&-3	0&-4	-4&-6	2&2	0&-6	0&-2	10&1	2&8	3&-5
O=C(OCC(=O)N1CCCC1)c1ccccc1O	5	1	2	5	2	3	12	1	0
Cc1cc(N2CCCCC2)nc2c(C)cccc12	0	-2	-2	6	3	-2	4	5	1
Cc1cc(NC(=O)CCN2C(=O)C3C4C=CC(C4)C3C2=O)c2ccccc2n1 (stereo not drawn)	1	2	0	3	-4	0	3	10	-4
COc1ccc(N(CC(=O)NCCC2=CCCCC2)S(C)(=O)=O)cc1OC	0	2	4	2	2	-3	4	4	-1
Cn1c(CN2CCCC2)nc2cc(NC(=O)COc3ccc([N+](=O)[O-])cc3)ccc21	3	2	7	-4	-9	1	-6	1	4
CC(=O)Oc1ccc(C(=O)NC(C)CCc2ccccc2)cc1 (stereo not drawn)	2	2	-3	2	1	2	0	2	-1
Oc1ccc(C2=Nn3c(nnc3-c3ccco3)SC2)cc1O	-2	16	32*	29*	2	-3	50*	-11	49*
COC(CNC(=O)C(=O)NCC1OCCN1S(=O)(=O)c1ccccc1)OC (stereo not drawn)	6	6	-1	4	3	-3	-2	4	-4
COc1ccc(NC(=O)C2CCN(C(=O)[C@@H]3Cc4ccccc4CN3)CC2)cc1	-3	2	1	2	-1	4	6	2	-1
Cc1ccc(CC(=O)NCCCc2ccccc2)cc1	-2	-1	7	6	1	0	-2	9	-7
COc1ccc2nc(NC(=O)/C=C/c3ccc4c(c3)OCO4)sc2c1	-8	1	1	.	2	4	.	-1	.
CCOC(=O)c1nnn(-c2ccccc2C#N)c1C	0	0	0	1	0	5	2	4	2
Cc1cccc(NC(=O)C2CCCN(c3cnccn3)C2)c1 (stereo not drawn)	5	3	4	7	-3	5	6	0	3
Cc1ccc(C(=O)NC(NC(=S)Nc2ccc(S(N)(=O)=O)cc2)C(Cl)(Cl)Cl)cc1 (stereo not drawn)	-67	-32	-30	-32	-2	-38	-56	-68	-79
CCCCn1c2c(c(=N)c3ccccc31)CCC2	2	-7	0	1	-2	0	1	3	1

# Following part:
Compound	PME-1 primary	Fam108B counter	pPAFAH inh	PAFAH1B2 inh	PAD4 inh	LYPLA1 counter	PAFAH1B3 FP inh	GSTO1 counter	PAFAH2 inh
CC1=NN(c2ccccc2)C(=O)C1/C=C1/NC(=S)NC1=O (stereo not drawn)	-2	2	3	.	-2	3	.	1	.
COC(=O)C1CCN(C(=O)c2cc3ccccc3oc2=O)CC1	-1	1	-1	4	3	0	1	2	0
C#CCN1C(=O)C(O)(CC(=O)c2cc(OC)ccc2OC)c2ccccc21 (stereo not drawn)	9	-3	5	-5	-2	3	2	0	2
COc1ccc(OC)c(NC(=O)C2CCN(S(=O)(=O)c3ccc4c(c3)CC(C)N4C(C)=O)CC2)c1 (stereo not drawn)	4	1	11	-1	-6	1	-4	3	0
CNC(=S)N(CCc1c(C)[nH]c2ccc(OC)cc12)Cc1cc(OC)c(OC)c(OC)c1	2	2	9	2	4	3	5	2	15
CCOC(=O)c1sc2nc(C)nc(SCC(=O)N(C)C3CCS(=O)(=O)C3)c2c1C (stereo not drawn)	1	-1	0	2	1	-1	-3	-2	1
COc1ccc(NC(=O)Cc2ccc(Cl)c(Cl)c2)cn1	2	1	3	3	-4	-3	11	9	-2
CCOc1ccc(C(=O)CC(C(=O)O)N2CCN(Cc3ccccc3)CC2)cc1 (stereo not drawn)	2	.	2	1	-1	1	2	.	3
Cn1c(SCC(=O)Nc2ccc3c(c2)CCC3)nnc1C1CC1	-5	.	0	-1	4	-6	8	.	-3
Nc1nc(SCC(=O)NCC2CCCO2)n[nH]1 (stereo not drawn)	1	1	-1	4	3	1	3	-1	4
Cn1c(=O)c(C(=O)NCc2ccccc2Cl)c(O)c2ccccc21	-2	-3	2	0	-4	-3	3	7	-7
CC[C@H](C)[C@@H]1NC(=O)c2cc([N+](=O)[O-])cc(I)c2NCC[C@@H](C(N)=O)NC(=O)[C@H](CCCN=C(N)N)NC1=O	3	3	-3	.	0	-1	.	6	.
CN(Cc1ccco1)C(=O)Cn1ncc2c([nH]c3ccccc32)c1=O	-2	1	4	1	4	-5	-4	-17	-1

# Only part of the results is shown; rates above refer to the full screens.
